# KOR beta-arrestin-1 = kappa opioid receptor activators – cell-based, luminescence, uHTS, primary screen (AID 1777); 0.02% of 280,000 active; one-dose activation, % at 10 µM; EC50 in µM for titrated hits; KOR beta-arrestin recruitment, luminescence; higher % means a stronger effect; in the data active = activation above about 50%, passing the limit was not always enough; note: a part of the inactive calls stands beside numbers as strong as those of hits
# AID2073 = inhibitors of Mint1-CaV2.2 protein interaction, biochemical, HTRF (AID 2073) | HTRF protein-protein interaction, Mint1-CaV2.2; higher % means a stronger effect | one-dose inhibition, % at 20 µM; IC50 in µM for titrated hits | 0.19% of 290,000 active; in the data active = inhibition mostly above about 51%, no sharp cut-off; inconclusive = no clear call, values can overlap the other calls; inactive = mostly below about 53%; note: some results filed as inactive read as strong as hits
# Yfh1-depleted yeast = enhancers of respiration in Yfh1-depleted yeast, dose response, Friedreich's ataxia, plus single-dose screen (AID 1465). S. cerevisiae Yfh1-off respiration, WST-1 reduction, 72 h; higher fold induction means a stronger effect. fold induction at 50 µM; hits with a dose series show EC50 in µM. 0.074% of 220,000 active;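 active = fold induction of absorbance versus untreated yeast above a set limit, then at least 30% activation at any dose in follow-up; inconclusive = repeats straddling the limit, or above it without dose testing; inactive = fold induction below the set limit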;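 note: activators that raise dye reduction in frataxin-depleted yeast; strong numbers were not always called active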
# NOD1 NF-kB reporter = inhibition of NOD1-driven NF-kB reporter – cell-based, luminescence, uHTS, primary screen (AID 1578); NOD1-driven NF-kB luciferase reporter cells, luminescence; higher % means a stronger effect; inhibition, % at 4 µM, or EC50 in µM where a hit was titrated; 1% of 290,000 active; in the data active = inhibition mostly above about 36%, no sharp cut-off; inactive = mostly below about 34%;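 note: HEK-293T reporter cells stimulated with the NOD1 agonist gamma-tri-DAP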
# Dengue-2 NS5 capping = flavivirus cap methylation enzyme inhibition – biochemical, confirmation dose response, primary screen (AID 588689). Dengue-2 NS5 methyltransferase capping enzyme assay, biochemical; higher % means a stronger effect. inhibition, % at 25 µM, or IC50 in µM where a hit was titrated. 0.3% of 340,000 active; in the data active = a potency from the dose series; inconclusive = inhibition above about 29% without an active follow-up result
# KOR beta-arrestin-2 = KOR antagonists, beta-arrestin recruitment, cell-based, luminescence, uHTS (AID 1778) | 0.091% of 290,000 active | inhibition, % at 10 µM, or IC50 in µM where a hit was titrated | KOR beta-arrestin recruitment, luminescence, antagonist mode; higher % means a stronger effect; note: strong numbers were not always called active
# West Nile antiviral = inhibition of WNV-induced cytopathic effect – cell-based, CPE readout (AID 1621) | West Nile virus-infected cells, CPE inhibition; higher % means a stronger effect | CPE inhibition, % at 10 µM; hits with a dose series show IC50 in µM | 0.02% of 290,000 active; in the data active = a potency from the dose series; inconclusive = CPE inhibition mostly from about 3.7% at the one dose, without a potency; inactive = the rest, 99 in 100 with CPE inhibition below about 2.2%; note: strong numbers were not always called active
# NOD2 inhibition = inhibition of NOD2-driven NF-kB reporter – cell-based, luminescence, uHTS, HEK293 (AID 1566); HEK293 NOD2/NF-kB luciferase reporter, luminescence; higher % means a stronger effect; inhibition, % at 4 µM; hits with a dose series show EC50 in µM; 0.63% of 290,000 active; note: many of its hits are not listed in these tables
# HIV fusion peptide = inhibitors of HIV fusion peptide binding, primary screen, biochemical, uHTS, fluorescence dequenching (AID 1986); one-dose inhibition, % at 20 µM; IC50 in µM for titrated hits; 0.3% of 290,000 active; cell-free peptide binding, fluorescence dequenching, 30 min; higher % means a stronger effect; in the data active = inhibition mostly above about 52%, no sharp cut-off; inactive = mostly below about 76%; note: some results filed as inactive read as strong as hits
# Dengue-2 NS5 capping pilot replicate = second read-out of Dengue-2 NS5 capping, no call of its own (marks repeat the call); inhibition, %; measured here: pilot screen replicate inhibition
# * marks the source's active call; other numbers are inactive results; i = inactive; ? = inconclusive; · = not tested or not shown; [ ] = dose if it differs, or a comment. Cut-off read from the data, not from the text of the source, unless noted: active = inhibition above about 50%; inactive = the rest. The list is partial; the hit share may differ from the screen's.
# The opening 3 records, ahead of the listing:
SMILES,KOR beta-arrestin-1,AID2073,Yfh1-depleted yeast,NOD1 NF-kB reporter,Dengue-2 NS5 capping,KOR beta-arrestin-2,West Nile antiviral,NOD2 inhibition,HIV fusion peptide,others
CCOc1ccccc1N=C1NC(=O)CS1,0.0%,-6.2%,i,-12.4%,-19.1%,35.4%,-0.5%,14.1%,1.1%,Dengue-2 NS5 capping pilot replicate=-3.2
Clc1cccc(Nc2c3c(nc4ncnn24)CCC3)c1,-3.6%,-1.2%,i,23.4%,-1.6%,-4.8%,-0.1%,-4.6%,-2.4%,
O=C(CN1CCN(c2ccccc2O)CC1)Nc1cccnc1Cl,-4.5%,4.9%,i,-36.1%,-3.1%,31.2%,-0.2%,0.6%,-3.6%,

# The list itself, previewed entries included:
SMILES,KOR beta-arrestin-1,AID2073,Yfh1-depleted yeast,NOD1 NF-kB reporter,Dengue-2 NS5 capping,KOR beta-arrestin-2,West Nile antiviral,NOD2 inhibition,HIV fusion peptide,others
CCOc1ccccc1N=C1NC(=O)CS1,0.0%,-6.2%,i,-12.4%,-19.1%,35.4%,-0.5%,14.1%,1.1%,Dengue-2 NS5 capping pilot replicate=-3.2
Clc1cccc(Nc2c3c(nc4ncnn24)CCC3)c1,-3.6%,-1.2%,i,23.4%,-1.6%,-4.8%,-0.1%,-4.6%,-2.4%,
O=C(CN1CCN(c2ccccc2O)CC1)Nc1cccnc1Cl,-4.5%,4.9%,i,-36.1%,-3.1%,31.2%,-0.2%,0.6%,-3.6%,
COc1ccc(CNC(=O)[C@H](C)NC(=O)C2CCN(S(=O)(=O)c3ccccc3)CC2)cc1,0.8%,0.2%,·,-5.9%,-6.2%,6.8%,0.2%,16.2%,-0.7%,
O=C(Nc1cccc2ncccc12)c1cccc(Br)c1,-2.1%,6.9%,·,-1.3%,-10.8%,13.8%,-0.5%,5.2%,-1.6%,
Cc1ccc(OCC(=O)N/N=C/C=C/c2ccco2)c(Br)c1,-4.4%,-4.0%,·,-31.9%,-3.9%,-11.8%,-0.1%,11.9%,3.4%,
COc1ccc(C(=O)/C=C/C(=O)N(CC(=O)NC2CCCCC2)CC2CCCO2)c(O)c1 (configuration not stated),-7.8%,41.1%,i,68.4%*,-45.1%,82.5%*,-1.2%,-50.8%,1.0%,
CC(=O)c1ccc(N(CC(=O)NCc2ccc3c(c2)OCO3)C(=O)c2csnn2)cc1,-3.9%,1.0%,·,-14.4%,1.6%,-5.0%,-0.6%,4.7%,-2.0%,
O=C(O)c1ccc(N/N=C/c2cc3c(cc2[N+](=O)[O-])OCO3)cc1,-4.4%,-5.4%,i,-20.2%,5.3%,12.2%,0.1%,-13.6%,22.4%,
COc1cc2oc(-c3ccc(O)cc3)cc(=O)c2c(O)c1OC,1.7%,6.1%,i,2.4%,0.7%,23.2%,0.5%,-134.8%,4.7%,
CCN1CCN(c2nc3ccccc3nc2C(C#N)S(=O)(=O)c2ccc(C)c(C)c2)CC1 (configuration not stated),7.5%,1.2%,·,-0.5%,3.4%,-10.9%,·,-4.4%,-1.6%,
Cc1ccccc1NC(=O)Cc1nc(COC(=O)c2cccc([N+](=O)[O-])c2)cs1,-4.2%,27.5%,·,2.1%,0.0%,16.6%,0.5%,-12.4%,-1.7%,
Cc1cccc(OCC(O)CN2CC3(C)CC2CC(C)(C)C3)c1 (configuration not stated),1.2%,-3.9%,i,-0.5%,-1.8%,11.7%,-0.4%,8.1%,0.0%,
O=C(Nc1cc(S(=O)(=O)N2CCOCC2)ccc1N1CCOCC1)c1cc2c(s1)CCC2,3.6%,3.6%,i,-9.5%,-11.6%,18.6%,0.1%,1.1%,1.3%,
O=C(NCC1OCCc2ccccc21)c1cc(COc2ccc(F)cc2Cl)on1 (configuration not stated),-1.5%,6.9%,i,-43.3%,-4.5%,-14.6%,-0.7%,9.7%,0.6%,
CCCCNC(=O)c1cn(CC)c2cc(N3CCN(C)CC3)c(F)cc2c1=O,1.6%,33.3%,i,5.9%,·,8.7%,0.3%,21.4%,-0.1%,
CCC(Sc1ccccc1C(=O)O)C(=O)O (configuration not stated),-1.6%,-3.7%,i,7.1%,1.6%,30.5%,-0.3%,13.8%,-0.5%,
CCOC(=O)c1cnc2c(C(F)(F)F)cccc2c1NCCCN1CCOCC1,0.5%,1.8%,·,8.4%,1.3%,-15.6%,-0.8%,-1.4%,-0.2%,Dengue-2 NS5 capping pilot replicate=0.3
COC(=O)CN1C(=O)S/C(=C/c2cc(C)n(C)c2C)C1=O,-1.8%,-5.0%,i,-32.0%,-8.2%,19.4%,1.2%,-44.1%,-2.2%,Dengue-2 NS5 capping pilot replicate=-3.8
COc1ccccc1C(=O)N/N=C(\C)CC(=O)Nc1ccc2c(c1)OCCO2,-0.2%,4.3%,·,6.1%,-10.3%,-13.4%,-0.2%,15.7%,1.2%,
N#Cc1cc(-c2ccccc2)nc(Oc2ccc(Cl)cc2)n1,-1.8%,3.6%,i,19.4%,-0.7%,12.0%,-0.5%,13.7%,0.7%,
CCOc1ccc(Br)cc1S(=O)(=O)Nc1ccc(C(=O)OCC(=O)N(C)c2ccccc2)cc1,1.3%,21.1%,i,-13.2%,-5.5%,29.8%,1.2%,2.9%,1.7%,
CCN1C(=O)[C@H]2[C@@H](c3ccc(Cl)cc3)N3C(=O)CN(CCOC)C(=O)[C@@]3(Cc3ccccc3)[C@H]2C1=O,-5.0%,-1.2%,·,-22.7%,4.1%,-23.3%[20 µM],-0.7%,6.7%,0.0%,
Cc1ccccc1NC(=O)Cn1cnc2c(oc3nc4c(cc32)CCCC4)c1=O,2.8%,11.1%,·,-22.4%,-8.8%,4.0%,1.4%,1.1%,0.3%,
NC(c1ccccc1)c1ccncc1 (configuration not stated),3.8%,10.5%,·,15.1%,0.8%,5.6%[20 µM],-0.5%,6.1%,1.8%,
COc1ccc(CCNC(=O)C2CCCN2C(=O)Nc2cccc(C(C)=O)c2)cc1OC (configuration not stated),4.4%,6.2%,i,0.8%,3.1%,-8.4%,-0.2%,-9.5%,2.8%,
CCC(=O)N(CCC(c1ccccc1)c1ccco1)Cc1cccs1 (configuration not stated),-1.3%,-3.8%,i,14.1%,0.8%,9.4%,-1.4%,21.8%,3.6%,
O=C(NCCc1csc(-c2ccccc2)n1)c1cccs1,-2.2%,17.1%,i,-21.9%,-0.7%,13.9%,0.2%,-14.3%,2.9%,
O=C1CC(c2ccc(F)cc2)Sc2nc(C34CC5CC(CC(C5)C3)C4)nn21 (configuration not stated),5.5%,-6.8%,i,-31.8%,1.5%,30.0%,-0.4%,-6.1%,0.8%,
CCOc1ccc(NS(=O)(=O)c2cc3c4c(c2)C(C)C(=O)N4CCC3)cc1 (configuration not stated),-1.5%,3.3%,·,-12.6%,0.0%,-37.1%,0.0%,20.3%,2.0%,
COc1ccc(C(c2nnnn2Cc2ccc(F)cc2)N2CCN(c3ccccc3)CC2)cc1 (configuration not stated),-3.4%,-0.7%,i,1.3%,-7.0%,17.9%,-0.8%,3.8%,1.7%,
CCc1cccc(CC)c1NC(=O)COC(=O)c1ccccc1-c1nc2ccccc2s1,-7.5%,17.9%,i,-37.9%,-5.8%,7.2%,-0.6%,-98.6%,0.9%,
COc1cccc(CN(C)C(c2ccccc2)c2ccccc2)c1OC,1.5%,10.0%,·,-29.8%,-2.4%,-12.5%,0.6%,-16.2%,1.4%,
CC(C)C(NS(=O)(=O)c1ccccc1)C(=O)OCc1cc([N+](=O)[O-])cc2c1OCOC2 (configuration not stated),-2.9%,0.4%,i,-12.4%,-1.5%,21.3%,-1.1%,1.7%,-0.8%,
CC(C(=O)NCC1CCCCC1)N1CCN(S(=O)(=O)/C=C/c2ccccc2)CC1 (configuration not stated),1.3%,4.6%,i,-22.6%,0.0%,-20.7%,-1.1%,0.0%,-0.8%,
O=C(Cn1nnc(-c2ccc3c(c2)OCO3)n1)Nc1ccccc1C(=O)O,-0.4%,6.6%,·,-67.3%,-1.9%,5.7%,0.6%,-30.5%,2.0%,
CCOc1ccc(CCNC(=O)C2CCN(S(=O)(=O)CC)CC2)cc1OCC,0.7%,-4.1%,i,1.7%,0.0%,6.1%,0.5%,11.3%,-0.5%,
CCOC(=O)c1[nH]cnc1C(=O)Nc1ccccc1C,-4.6%,7.6%,i,-37.8%,1.4%,-4.6%,1.4%,15.4%,0.3%,
O=C(O)c1ccccc1NS(=O)(=O)c1cccc(-n2sc3ccccc3c2=O)c1,5.1%,-65.1%,·,4.6%,46.4µM*,-7.5%,-0.1%,12.4%,54.9%*,
O=C(N=Nc1c(O)[nH]c2ccccc12)c1cc(-c2cccs2)[nH]n1,11.4%,?,i,-9.4%,-8.0%,-33.6%,-0.1%,-39.7%,-4.2%,

# Retrieved one by one from above (two):
SMILES,KOR beta-arrestin-1,AID2073,Yfh1-depleted yeast,NOD1 NF-kB reporter,Dengue-2 NS5 capping,KOR beta-arrestin-2,West Nile antiviral,NOD2 inhibition,HIV fusion peptide,others
COc1ccc(CCNC(=O)C2CCCN2C(=O)Nc2cccc(C(C)=O)c2)cc1OC (configuration not stated),4.4%,6.2%,i,0.8%,3.1%,-8.4%,-0.2%,-9.5%,2.8%,
COc1cccc(CN(C)C(c2ccccc2)c2ccccc2)c1OC,1.5%,10.0%,·,-29.8%,-2.4%,-12.5%,0.6%,-16.2%,1.4%,

# Other entries:
SMILES,KOR beta-arrestin-1,AID2073,Yfh1-depleted yeast,NOD1 NF-kB reporter,Dengue-2 NS5 capping,KOR beta-arrestin-2,West Nile antiviral,NOD2 inhibition,HIV fusion peptide,others
CN(C)c1ccc(C(=O)/C=C/c2cccnc2)cc1,1.6%,3.2%,·,-11.7%,-4.1%,19.6%,?,-15.5%,0.6%,
Cn1c(SCC(O)c2ccccc2)nnc1-c1ccc2ccccc2c1 (configuration not stated),5.9%,-4.2%,i,-0.6%,-0.8%,20.2%,-0.1%,15.0%,0.4%,
O=C1c2ccccc2CN1CCSC(=S)N1CCSCC1,-2.3%,6.7%,i,-36.2%,·,0.3%,·,-75.3%,-1.4%,
CN1CCN(C(=O)c2ccc(COc3ccc(Cl)cc3Cl)cc2)CC1,0.3%,7.5%,i,-27.6%,-0.7%,-29.5%,-1.2%,-20.2%,0.1%,
O=c1c2c(n3nnnc3n1-c1ccccc1)-c1ccccc1CC21CCCC1,3.4%,2.8%,i,-0.7%,4.7%,-16.3%,0.0%,18.3%,-1.6%,
Fc1ccc(-c2csc(-c3ccncc3)n2)cc1,-6.0%,14.8%,i,-26.5%,-5.2%,2.7%,1.2%,-12.8%,-1.1%,
O=C(CNC(=O)c1cccs1)OCC(=O)c1ccc(Cl)cc1,-0.6%,-5.5%,i,-42.1%,0.0%,-2.1%,0.5%,-3.2%,-0.4%,
O=C(NCCCN1CCOCC1)c1cccc(S(=O)(=O)Nc2ccccc2Cl)c1,7.5%,-2.5%,·,-27.4%,-2.6%,-16.0%,0.3%,7.5%,0.6%,
O=C(CSc1nc2ccccc2s1)NNC(=S)Nc1ccc(Br)cc1,-1.0%,-18.0%,·,-12.0%,3.2%,-0.8%,·,11.2%,1.1%,
CC1(C)CC(=O)C=C(NCCO)C1,5.4%,-2.8%,i,4.7%,0.7%,10.0%,1.1%,5.3%,-1.8%,
